hgDAF-12 ag: H. glycines DAF-12 receptor agonists, primary screen, cell-based, luminescence, HEK293, GAL4 fusion, UAS-luciferase. Nuclear hormone receptor DAF-12 (Heterodera glycines), GAL4 fusion. HEK293 GAL4-hgDAF12 UAS-luciferase reporter, agonist luminescence; normalized to butyrate control. activation, % at 6.8 µM. hit rate 1.8% among 370,000;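 active = activation above a cutoff set at the mean of all screened compounds plus 3 SD, cut at about 10% in these data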;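 note: 0% = DMSO wells and 100% = sodium butyrate wells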
PG9 Ab binder: binders of HIV-1 gp120 antibody PG9, primary screen, biochemical, TR-FRET; HIV-1 gp120 / PG9 antibody interaction; TR-FRET gp120-PG9 antibody binding; inhibition, % at 6.7 µM; hit rate 0.43% among 360,000; AID 624416, 2012; in the data active = inhibition above about 8.5%
PLCb3 inh: human PLC-beta3 inhibitors, primary screen, biochemical, fluorescence. inhibition, % at 12.2 µM. Purified PLC-beta3, fluorogenic substrate. 1-phosphatidylinositol 4,5-bisphosphate phosphodiesterase beta-3 (Homo sapiens), Q01970. hit rate 0.18% among 370,000; in the data active = inhibition above about 11%;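 note: 0% = median of compound wells on plate and 100% = full blocker control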
Target sequence (Q01970 whole entry, looked up): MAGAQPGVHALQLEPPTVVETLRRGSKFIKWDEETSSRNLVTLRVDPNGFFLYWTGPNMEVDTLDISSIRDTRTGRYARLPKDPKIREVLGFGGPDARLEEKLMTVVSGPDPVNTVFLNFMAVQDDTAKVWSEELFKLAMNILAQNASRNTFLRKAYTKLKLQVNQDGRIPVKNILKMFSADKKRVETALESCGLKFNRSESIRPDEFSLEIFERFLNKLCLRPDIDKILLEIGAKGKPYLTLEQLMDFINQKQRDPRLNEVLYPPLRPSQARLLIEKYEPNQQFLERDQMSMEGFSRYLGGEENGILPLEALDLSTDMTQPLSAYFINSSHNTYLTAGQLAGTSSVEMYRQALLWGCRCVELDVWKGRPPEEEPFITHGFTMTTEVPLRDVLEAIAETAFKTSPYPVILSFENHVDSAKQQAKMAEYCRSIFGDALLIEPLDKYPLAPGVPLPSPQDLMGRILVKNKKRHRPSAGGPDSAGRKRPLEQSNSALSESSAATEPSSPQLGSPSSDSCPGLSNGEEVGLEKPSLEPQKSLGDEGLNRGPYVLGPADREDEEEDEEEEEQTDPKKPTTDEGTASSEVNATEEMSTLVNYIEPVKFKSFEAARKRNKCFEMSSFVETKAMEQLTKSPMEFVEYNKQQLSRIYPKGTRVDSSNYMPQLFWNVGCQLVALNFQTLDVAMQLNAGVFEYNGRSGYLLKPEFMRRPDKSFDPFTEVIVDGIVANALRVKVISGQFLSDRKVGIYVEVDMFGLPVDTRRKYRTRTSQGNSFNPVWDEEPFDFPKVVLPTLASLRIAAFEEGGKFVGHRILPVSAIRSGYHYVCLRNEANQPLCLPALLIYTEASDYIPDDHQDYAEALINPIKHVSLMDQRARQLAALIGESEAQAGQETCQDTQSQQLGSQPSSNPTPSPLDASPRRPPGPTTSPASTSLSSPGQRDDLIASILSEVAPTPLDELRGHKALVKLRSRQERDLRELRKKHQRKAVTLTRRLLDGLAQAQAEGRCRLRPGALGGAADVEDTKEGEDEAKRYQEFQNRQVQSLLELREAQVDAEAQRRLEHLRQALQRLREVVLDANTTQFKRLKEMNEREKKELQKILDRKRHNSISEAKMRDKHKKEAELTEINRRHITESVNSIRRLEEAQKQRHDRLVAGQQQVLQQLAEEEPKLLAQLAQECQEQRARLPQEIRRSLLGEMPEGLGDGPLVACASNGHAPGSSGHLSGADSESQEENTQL
GAA850 FXN act: FXN promoter activators, primary screen, cell-based, luciferase luminescence, HEK293 lucGAA850. AID 540364, 2011. activation, % at 6 µM. hit rate 0.56% among 360,000. HEK293 lucGAA850 FXN promoter luciferase reporter, 24 h; percent of 10 µM SAHA response;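 active = activation above the average of all compounds screened plus 3 SD, cutoff fixed separately per campaign, cut at about 7.5% in these data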;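 note: 0% = DMSO wells and 100% = 10 µM SAHA wells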
ssDAF-12 act: S. stercoralis DAF-12 nuclear receptor activators, primary screen, cell-based, luminescence, HEK293, GRIP1 co-expression, lit1-tk-luc; hit rate 1% among 370,000; HEK293 ssDAF-12/GRIP1 lit1-tk-luc reporter; % of 3 µM dafachronic acid response; Nuclear hormone receptor DAF-12 (Strongyloides stercoralis); activation, % at 6.8 µM;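 active = activation above the mean over all tested compounds plus 3 SD, cut at about 0.9% in these data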;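 note: 0% = DMSO-only wells and 100% = 3 µM delta7-dafachronic acid wells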
SMARCA2 activ: SMARCA2 (BRM) function activators, primary screen, cell-based, luminescence, high throughput; activation, % at 9.1 µM; MG213 cells, MMTV-luciferase reporter, dexamethasone, overnight; AID 652017, 2013; hit rate 1% among 370,000; in the data active = activation above about 7.8%;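 note: 0% = vehicle wells and 100% = reference activator wells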
DAX1 inh-1: DAX1 (NR0B1) inhibitors, primary screen, cell-based, HEK293, Gal4-DAX1, luciferase luminescence | HEK293 Gal4-DAX1 luciferase reporter | inhibition, % at 6.75 µM | hit rate 0.99% among 340,000 | AID 504766, 2011;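 active = inhibition above the mean over all tested compounds plus 3 SD, cut at about 4.2% in these data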;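 note: 0% = DAX1-transfected cells with DMSO and 100% = empty-vector control cells with DMSO; inhibition shows as a rise in luminescence from relieved DAX1 repression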
DAX1 inh-2: DAX1 (NR0B1) inhibitors on StAR promoter, primary screen, cell-based, luminescence, SF-1 (NR5A1), full-length DAX-1; AID 652010, 2013; HEK293T StAR-luciferase reporter, SF-1/DAX-1 repression relief; inhibition, % at 6.8 µM; hit rate 1.1% among 370,000;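 active = inhibition above the mean over all tested compounds plus 3 SD, cut at about 3.6% in these data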;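 note: 0% = DAX-1 cells with DMSO and 100% = cells lacking DAX-1 with DMSO; higher inhibition means more luminescence from relief of DAX-1 repression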
NR1D1 modulator: modulators of Rev-erb alpha DNA binding, primary screen, biochemical, FITC-DNA, fluorescence polarization, uHTS; Nuclear receptor subfamily 1 group D member 1 (Homo sapiens), P20393; activity, % at 10 µM; AID 1259318, 2017; hit rate 0.79% among 370,000; Rev-erbα–FITC-DNA binding, 90 min;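 active = activity above about 14%, limit read from the data; passing the limit was not always enough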;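 note: 0% = DMSO wells with 35 nM protein and 100% = DMSO wells with 750 nM protein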
sPLA2-III inh: human group III sPLA2 inhibitors, primary screen, biochemical, QFRET, BODIPY PC-A2 liposome substrate; Group 3 secretory phospholipase A2 (Homo sapiens), Q9NZ20; QFRET BODIPY PC-A2 liposome hydrolysis, fluorescence; inhibition, % at 12.2 µM; hit rate 0.56% among 370,000; AID 743126, 2013;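 active = inhibition above mean plus 3 SD of compounds lying within the high and low control bounds, cut at about 19% in these data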;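 note: 0% = median of test compound wells and 100% = no enzyme DMSO wells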
hcDAF-12 act: H. contortus DAF-12 nuclear receptor activators, primary screen, cell-based, luminescence, HEK293, lit1-tk-luc reporter. hit rate 1.4% among 370,000. AID 652067, 2013. HEK293 hcDAF-12 lit1-tk-luc reporter; 0% DMSO, 100% Δ7-dafachronic acid. activation, % at 6.8 µM;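 active = activation above the mean of all tested compounds plus 3 SD, cut at about 5.5% in these data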;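 note: 100% = response to 3 µM Δ7-dafachronic acid high control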
Active calls of the source: *; . = not tested or not shown; & = joins results of further samples.

Order of values – hgDAF-12 ag, PG9 Ab binder, PLCb3 inh, GAA850 FXN act, ssDAF-12 act, SMARCA2 activ, DAX1 inh-1, DAX1 inh-2, NR1D1 modulator, sPLA2-III inh, hcDAF-12 act
1) C=CCN(CC=C)C(=O)Cn1cnc([N+](=O)[O-])n1
→ -4.0, -1.2, 6, 0.4, -1.6, -1, 1.5, 0.4, 0, -5, -0.2
2) COC(=O)C1=C(C)N=C2SCCC(=O)N2C1/C=C/c1ccccc1 (stereo not drawn)
→ 0.1, -0.1, -7, 8.0*, -1.3, -1, 3.0, 0.3, 4, 1, 0.5
3) Cc1ccc(-n2[nH]c(C)c(/C=N/N3C(=O)c4cccc5cccc(c45)C3=O)c2=O)cc1
→ 0.1, -1.1, -6, 5.2, -1.0, 0, ., 0.0, -2, 8, 1.2
4) Cc1ccc(Cn2c(/C=C/c3ccco3)nc3ccccc32)cc1
→ 4.6, 0.1, -209, 8.0*, -0.5, 6, 0.4, -0.1, -4, -2, 6.3*
5) O=C(Nc1cccc(-n2cnnn2)c1)c1cc(Cl)nc(Cl)c1
→ 0.1, 0.3, -4, 0.3, -1.2, 2, 0.0, -0.3, -3, 4, -2.8
6) Cc1ccc2[nH]c(C(=O)O)c(NC(=O)CN3CCN(c4cccc(C)c4C)CC3)c2c1
→ 1.5, -1.8, -8, -1.9, 0.2, 0, 0.2, -0.2, 1, -69, 1.4
7) CCCOc1ccc(NC(=O)Cc2ccc(S(=O)(=O)N3CCOCC3)s2)cc1OCCC
→ 1.3, -0.9, 0, 0.4, -1.1, 2, -1.3, -1.7, -4, -41, -1.8
8) CCOC(=O)c1cc2c(nc1N)CC(C)(CC)OC2 (stereo not drawn)
→ 6.3, -3.0, -102, 4.1, -0.8, 7, 0.8, 1.2, 3, 4, 1.8
9) COC(=O)C[C@H]1C=C[C@H](NC(=O)c2ccccn2)[C@@H](CO)O1
→ 0.9, 0.2, -4, ., -0.2, -7, ., 1.1, -3, 9, -1.6
10) Cc1ccc(-c2nn3c(-c4ccccc4)nnc3o2)cc1
→ -2.3, -0.5, -1, 4.0, -1.1, -3, 1.8, -0.1, -1, 11, -0.2
11) CCc1nccn1S(=O)(=O)c1ccc(Br)cc1Br
→ -0.5, 0.2, -1, 0.7, -1.2, -1, 0.5, -0.7, 2, -7, -0.6
12) Cn1cc(C(=O)NCc2ccccc2F)cn1
→ -1.0, -1.1, 0, -0.1, -1.4, 1, 0.2, 0.3, 0, 6, 1.1
13) COCCn1c(SCCN2CCCCC2)nc2ccccc2c1=O
→ 1.8, 2.0, 0, 0.5, -1.0, -2, 1.6, -0.3, 5, -2, -1.2
14) C[C@H](NC(=O)c1nc[nH]c1C(=O)N1CCN(C(=O)OC(C)(C)C)CC1)c1ccccc1
→ 0.9, 0.0, -2, 1.1, -1.4, -2, 1.3, -0.1, -6, -1, -1.2
15) CCOCCCn1c(=S)[nH]c2cc3c(cc2c1=O)OCO3
→ 1.3, -0.4, 2, 3.4, -1.3, -3, -0.1, 0.9, 0, 5, -1.0
16) CCC(=O)Nc1sc2c(c1C#N)CC(C)(C)NC2(C)C
→ 0.8, -0.9, 1, -1.8, -1.1, -4, 4.2, 0.8, 4, 2, -1.3
17) N#CCCN(C(=O)COC(=O)CCc1nc2ccccc2c(=O)[nH]1)c1ccccc1F
→ 2.3, -2.2, 5, -0.9, -0.8, -2, 1.3, 1.9, -4, -5, -0.5
18) Cc1ccc(S(=O)(=O)n2ccc3cccnc32)cc1
→ 0.4, -1.4, 1, 1.6, -1.0, -3, 0.9, 0.0, 2, 0, -0.5
19) COCCN(C(=O)C1=COCCO1)c1c(N)n(Cc2ccccc2)c(=O)[nH]c1=O
→ -2.0, -0.3, -8, 1.8, -0.8, 0, 0.6, 0.6, 2, -2, 3.4
20) C=CCn1c(C#N)c(N)sc1=N
→ -0.3, -2.1, -22, 0.6, -1.1, -1, 0.1, -1.0, 0, 6, -0.9
21) CCCCn1c(N)c(N(CCOC)C(=O)COC(=O)c2cc(CC)c(C)s2)c(=O)[nH]c1=O
→ -1.5, -1.3, -4, -0.3, -1.6, -1, 1.5, 0.3, 2, -9, 0.7
22) O=S(=O)(c1ccc(Br)cc1)N1CCC2(CC1)OCCO2
→ -2.3, -0.3, -3, 0.4, -1.0, -1, 0.9, -0.9, 7, -2, 0.1
23) OCc1cc(C(O)CNCCCCCCOCCCCc2ccccc2)ccc1O (stereo not drawn)
→ 1.9, 0.9, -30, 0.9, -0.8, -2, 0.7, 0.8, -6, -24, -4.5
24) Cn1c([N+](=O)[O-])cnc1COC(N)=O
→ -2.3, -0.5, 4, 0.0, -0.9, 3, 1.6, -0.2, -6&2, 4, 1.0
25) CCc1ccc2nc(N(CCCN(C)C)C(=O)c3ccc(S(=O)(=O)N4CCCC4)cc3)sc2c1
→ -1.3, -1.0, -7, -2.4, -1.6, -3, -0.1, 0.2, -2, -4, -1.5
26) CN(C)S(=O)(=O)c1ccc(Cl)c(NC(=O)COC(=O)/C=C/c2ccco2)c1
→ 3.1, -0.4, 0, -1.6, -1.6, 5, 0.8, 0.7, -4, 1, 1.2
27) C[C@H](NS(=O)(=O)c1ccc2c(c1)OCCCO2)C(=O)N1CCN(c2ccc(F)cc2)CC1
→ 2.0, 0.3, -8, 0.5, -1.1, -1, 0.6, 0.5, 5, 5, -0.9
28) COc1cc(C(=O)N2C[C@H]3CON(C)[C@H]3C[C@H]2c2ccc(N3CCCCC3)cc2)cc(OC)c1OC
→ -2.2, -2.8, 2, ., -0.8, -2, ., 0.3, -3, -2, -2.2
29) COc1ccc(Br)c(Cn2c(C)c(C(=O)NCc3ccc(F)cc3)sc2=O)c1
→ 1.3, -1.6, 1, -4.9, -1.5, -2, ., 0.4, -3, -12, -3.0
30) CCO[C@@H]1OC(C(=O)NCc2ccccc2)=C[C@H](c2csc3ccccc23)[C@H]1CCCO
→ -1.5, -0.1, -1, -1.2, -0.9, 0, 0.1, -0.1, -2, -25, -2.5
31) CCc1ccc(N(CC(=O)O)S(=O)(=O)c2c(C)noc2C)cc1
→ 0.9, 0.1, 0, 1.9, -2.2, -1, 0.6, 0.2, -2, -1, -1.5
32) O=S(=O)(c1ccc(Cl)cc1)N1CCN(Cc2cccnc2)CC1
→ -0.4, -2.7, -1, -0.5, -0.6, -2, 0.3, 0.0, -5, -1, 1.1
33) O=C1NC[C@H](Cc2ccc(O)cc2)N(CCc2cccc3ccccc23)C1=O
→ 0.3, 1.6, -1, -1.2, -1.1, 0, -0.4, 0.4, 0, -8, 1.4
34) COc1ccccc1C(=O)NC(=O)COC(=O)c1cccc(NC(C)=O)c1
→ -2.5, -0.7, -1, 0.1, -0.8, 0, 0.2, 0.6, 4, 7, 0.7
35) CC(=O)C1=C(C)NC(=O)NC1c1ccc2c(c1)OCO2 (stereo not drawn)
→ -0.1, -1.9, -14, 1.1, -0.8, -1, -1.1, 0.1, -1, 1, -0.3
36) Cc1nc2c(-c3ccc(F)cc3)c(C)nn2c(C)c1CCC(=O)N1CCN(c2ccc(F)cc2)CC1
→ -3.1, -0.3, 3, 0.5, -1.4, 0, 1.0, 0.4, 8, 2, -0.7
37) O=C1CCCN1CCCNS(=O)(=O)c1ccc(Cl)c(C(=O)N2CCOCC2)c1
→ 2.9, -0.9, 0, -1.7, -1.4, -3, 1.8, -1.1, 0, 5, -0.5
38) CCN(CC)CCN(C(=O)c1ccc2ccccc2c1)c1nc2cc3c(cc2s1)OCO3
→ 2.5, -1.8, -10, -0.1, -0.4, -1, 0.0, 1.3, 2, 0, -1.7
39) CCN(CC(=O)NCc1ccccc1Cl)CC(=O)Nc1c(F)cccc1F
→ -0.1, -0.2, -7, -0.6, -1.1, -3, 1.5, -0.2, 6, 0, -0.7
40) CCOC(=O)[C@@H]1[C@H]2COc3cc(OC)ccc3[C@H]2N2C(=O)N(c3ccc(C(F)(F)F)cc3)C(=O)[C@@]12C
→ -1.0, 2.5, 0, 2.4, -1.2, 0, 0.6, -0.7, 6, 4, -1.0
41) NC(=O)Cc1nc(-c2ccc([N+](=O)[O-])cc2)cs1
→ 4.6, -0.6, -1, 2.5, -1.3, 4, -0.4, -0.4, -3, -1, -0.9
42) O=C(COc1ccccc1Cl)NCc1nc(-c2ccccc2)no1
→ -2.9, 1.2, -14, 0.7, -0.9, -2, 0.3, 0.0, 5, -1, -1.0
43) CC1CCc2sc3ncn4nc(C(=O)NCc5ccco5)nc4c3c2C1 (stereo not drawn)
→ -0.1, -0.2, -12, -1.3, -0.9, -1, -1.3, -0.3, -6, -1, -1.2
44) Cc1ccccc1NC(=O)CCCNC(=O)c1ccc(Cl)cc1
→ -1.2, -0.1, -1, 3.1, -0.6, -2, 0.9, -0.2, -1, 6, -0.4
45) CC(C)(C)C(=O)Cn1ncc(Cl)c(Cl)c1=O
→ 4.5, -1.5, 3, 9.0*, -1.4, -12, 0.7, -0.5, 1, -2, -1.5
46) C[C@H]1CCCCO[C@H](CN(C)C(=O)C2CCCCC2)[C@@H](C)CN([C@@H](C)CO)C(=O)c2cc(NC(=O)NC3CCCCC3)ccc2O1
→ 0.0, -1.1, -1, -1.7, -1.7, -4, 0.2, -1.0, -5, -8, -1.2

Source: PubChem BioAssay
